hcGAS lum – Primary biochemical luminescence assay for human cyclic GMP-AMP synthase inhibitors. AID 1259398, 2018. recombinant h-cGAS, ATP depletion, Kinase-Glo luminescence. 290,000 tested, 0.081% active. inhibition, % at 12.5 µM. Q8N884;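 also: 0% = vehicle reaction and 100% = reaction without DNA for no activity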
Target sequence (Q8N884 whole entry, looked up): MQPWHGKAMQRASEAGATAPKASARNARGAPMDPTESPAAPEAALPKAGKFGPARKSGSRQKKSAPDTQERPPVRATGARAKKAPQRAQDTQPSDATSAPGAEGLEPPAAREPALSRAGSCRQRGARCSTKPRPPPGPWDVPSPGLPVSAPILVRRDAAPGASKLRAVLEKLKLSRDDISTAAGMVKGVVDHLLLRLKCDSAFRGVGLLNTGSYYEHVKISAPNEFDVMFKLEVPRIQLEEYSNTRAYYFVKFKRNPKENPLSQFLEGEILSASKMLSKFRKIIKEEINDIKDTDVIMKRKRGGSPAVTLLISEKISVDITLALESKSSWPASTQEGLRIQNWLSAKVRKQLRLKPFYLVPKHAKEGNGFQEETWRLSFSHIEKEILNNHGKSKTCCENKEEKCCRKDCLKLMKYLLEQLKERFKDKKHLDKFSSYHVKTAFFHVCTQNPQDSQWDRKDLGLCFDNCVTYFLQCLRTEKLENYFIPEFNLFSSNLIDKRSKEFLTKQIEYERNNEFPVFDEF
NPYLR7 ag – agonists of mosquito NPYLR7 receptor, primary screen, cell-based, Aedes aegypti, calcium fluorescence, mosquito biting behavior; activation, % at 10 µM; 270,000 tested, 0.15% active; Aedes aegypti neuropeptide Y-like receptor 7 (NPYLR7); HEK293T NPYLR7/Galpha15, GCaMP6s calcium fluorescence; in the data active = activation above about 40%;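 also: 0% = vehicle and 100% = reference agonist at the receptor; some compounds past the cut are filed as inactive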
mcGAS lum – cyclic GMP-AMP synthase inhibitors, mouse, primary biochemical chemiluminescence | recombinant cGAS, Kinase-Glo ATP depletion luminescence | inhibition, % at 12.5 µM | Q8C6L5 | 160,000 tested, 0.15% active;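 also: 0% = negative control wells and 100% = reference inhibitor with no enzyme activity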
The depositor's hits bear a star; nt = not tested or not shown. Rule as the data show it, unless noted: active = inhibition above about 40%; inactive = the rest.

SMILES	hcGAS lum	NPYLR7 ag	mcGAS lum
CCn1nc(C)c(CN2CC(=O)N(C3CCCCC3)CC(OCc3ccncc3)C2)c1C (stereo not given)	-18	16	-6
COc1ccc(OC2CCN(C(=O)C3CC3)CC2)c(C(=O)NCCN2CCOC2=O)c1	-12	4	nt
CCCc1cc(CNC(=O)c2ccc(N3CCN(C)C(CC)C3)nc2)on1 (stereo not given)	-8	2	nt
CSc1ccc(S(=O)(=O)N2CCN(Cc3ccc4c(c3)OCO4)CC2)cc1	-3	6	nt
CCCCCCN(C(=O)Nc1cccc(Cl)c1Cl)C(C)c1nc2ccccc2c(=O)n1-c1ccc(Br)cc1 (stereo not given)	-9	nt	-5
CC1=NN(CC(=O)NCC(=O)Nc2cc(F)ccc2C)CC1	1	-8	nt
CS(=O)(=O)Cc1ccc(NC(=O)c2cscn2)cc1F	-1	2	nt
COc1ccc2c(c1)[nH]c1c(=O)n(/N=C\C3C(C)C=C(C)CC3C)c(=O)[nH]c12 (stereo not given)	-5	1	nt
O=C([C@H]1Cc2c([nH]c3ccccc23)CN1)N1CCCC(CO)C1 (stereo not given in full)	-3	5	nt
Cc1ccc(C)c(-n2cnn(CN3CCN(c4ccccc4O)CC3)c2=S)c1	3	5	nt

Filtered by structure: those above containing a halogen
SMILES	hcGAS lum	NPYLR7 ag	mcGAS lum
CCCCCCN(C(=O)Nc1cccc(Cl)c1Cl)C(C)c1nc2ccccc2c(=O)n1-c1ccc(Br)cc1 (stereo not given)	-9	nt	-5
CC1=NN(CC(=O)NCC(=O)Nc2cc(F)ccc2C)CC1	1	-8	nt
CS(=O)(=O)Cc1ccc(NC(=O)c2cscn2)cc1F	-1	2	nt

Other records follow:
SMILES	hcGAS lum	NPYLR7 ag	mcGAS lum
O=C1NCCc2[nH]c(-c3ccncc3)cc21	-2	-3	-9
O=C(NCc1cccnc1-n1cncn1)C1CCCCC1	-7	-2	-8
CC(C)CN(CC(=O)N(Cc1ccccc1)Cc1cccn1Cc1ccc(F)cc1)C(=O)c1cccc(Cl)c1	2	1	-3
CCn1ncc(-c2ccc3c(c2)OCCO3)c1C(=O)OC	-2	-2	nt
CC(C)c1ccc(C(O)Cn2nc(-c3ccco3)oc2=O)cc1 (stereo not given)	-5	5	nt
CCCN(CCC)CC(=O)C(C#N)c1nc(-c2ccccc2)cs1 (stereo not given)	0	-3	-4
CC(C)Cc1ccc(CN2CCC(NS(C)(=O)=O)CC2)cc1	-2	6	-3
COc1ccc(S(=O)(=O)NCC2CCCN(Cc3ccc(-c4ccco4)cc3)C2)cc1 (stereo not given)	-4	19	-15
NC(=O)c1csc(N2CCC(N3CCCC(C(=O)N4CCCC4)C3)CC2)n1 (stereo not given)	2	nt	1
O=C(NC1CC(=O)N(Cc2ccccc2)C1)c1cc(F)ccc1F (stereo not given)	-6	-1	nt
COc1cccc(CCC(=O)n2ccn(-c3ccc(Oc4ccccc4)cc3)c2=O)c1	-5	0	-1
CC1(C(=O)NCc2ccc3c(c2)OCO3)CCN1C(=O)CC1CCCC1 (stereo not given)	3	5	nt
CCc1ncc(CN2CCCCC2CCc2ccc(O)cc2)cn1 (stereo not given)	-3	0	-11
CCCc1[nH]n(-c2ccc(Cl)cc2)c(=O)c1C1=C([n+]2cc(C)cc(C)c2)C(=O)N(CCOC)C1=O	1	-6	-4
Cc1ccc(S(=O)(=O)NC(=O)C2(C)CCN2C(=O)Cc2ccc(C(C)(C)C)cc2)cc1 (stereo not given)	-8	-2	nt
O=C(Cc1cccs1)N1CCN(C2=NS(=O)(=O)c3ccccc32)CC1	-1	-7	-4
Cc1ccc(Cn2nc(C)c(C(=O)Nc3nc4c(s3)CCCC4)c2Cl)cc1	-6	4	nt
Clc1ccc(Cl)c(SCCc2ccccn2)c1	-5	-2	-3
Cc1ccc(Cc2nsc(NCCC(C)C)n2)cc1	-5	2	-6
CCc1cccc(NC(=O)N(CC(=O)N(Cc2ccccc2)Cc2ccc(C)s2)CC2CCCO2)c1 (stereo not given)	-2	24	-4
N[C@@H]1c2ccccc2C2(CCN(C(=O)c3cccc4nccnc34)CC2)[C@H]1O	-8	-1	nt
Cc1cccc(C)c1Oc1ncccc1CNC(=O)c1cccnc1	-4	2	-16
O=c1oc2ccc([N+](=O)[O-])cc2cc1-c1nnc(Nc2ccc(F)cc2F)s1	-6	-5	-3
Cn1c(-c2ccccc2)nnc1C(C#N)C(=O)C1CC=CCC1 (stereo not given)	-5	5	nt
CN(C(=O)c1c(O)cccc1O)C1CCCc2ccccc21 (stereo not given)	-4	-3	-16
CC(C)Oc1ccc(C(O)=C2C(=O)C(=O)N(CCCN(C)C)C2c2cccc([N+](=O)[O-])c2)cc1 (stereo not given)	-5	10	-7
O=C(NCCSCc1c(Cl)cccc1Cl)c1cncn1-c1ccc(-c2cc(C(F)(F)F)cc(C(F)(F)F)c2)cc1	-10	24	-7
CCNCC(=O)Nc1cc(C(C)(C)C)nn1-c1ccc(Cl)c(Cl)c1	-4	19	nt
C=CCCC(O)CN(CCOC)Cc1ccc(OC)c(OC)c1 (stereo not given)	-5	48	-6
N#Cc1nc(-c2ccc(COc3ccccc3)o2)oc1NCCCN1CCOCC1	-8	-1	-10
O=C1NC(=O)/C(=C\c2ccc(F)cc2F)S1	1	10	nt
CNC(=O)COC(=O)c1ccc(Br)o1	-9	3	-2
CCOCCCN1COc2ccc3c(c2C1)O/C(=C\c1cccc(OC)c1OC)C3=O	-3	22	-6
CCCc1nc(C(=O)NCCC2CN(C)CCO2)cs1 (stereo not given)	-4	6	nt
O=C(c1cccc(=O)[nH]1)N(Cc1ccccn1)CC1CCCO1 (stereo not given)	-5	19	-12
O=C(CSc1nc(=O)n(Cc2ccncc2)c2c1CCCC2)Nc1ccccc1	-5	21	-8
O=C(Cn1cc(C(=O)c2cccs2)c2ccccc21)NC1CCCC1	-1	-2	nt
CNc1nc2cnc(-c3cccc4ccccc34)cc2n1-c1ccccc1	-6	12	-8
CCOc1ncccc1NC(=O)Cc1ccccc1F	-17	0	nt
O=C(C=Cc1ccc2c(c1)OCO2)NC1=NCCS1	-6	3	nt
O=C(c1cccc(F)c1)N1CCCN(c2nc(C3CCOCC3)nc3c2cnn3-c2ccccc2)CC1	-4	9	-6
O=C(c1cc(F)ccc1Cl)N1CCN(c2nccc(-c3ccc4c(c3)OCO4)n2)CC1	-5	6	-6
C=CCNC(=O)c1cc(Cl)ccc1[N+](=O)[O-]	5	6	nt
COc1cccc(Cn2c(=O)c(C(=O)N3CCCC3)nn(-c3ccccc3F)c2=O)c1	-4	11	-5
CCOc1ccc2nc(NC(=O)CCn3c(=O)oc4ccc(Cl)cc43)sc2c1	1	6	-7
C=CCn1c(C)c(C)c(S(=O)(=O)c2ccccc2)c1NC(C)=O	-2	0	-5
CN1CCN2CCN(C(=O)c3n[nH]c(=O)c4ccccc34)CC2C1=O (stereo not given)	-2	5	-15
O=C(Cn1ccccc1=O)Nc1ccccc1-c1ccccc1	-9	-19	nt
CCc1nc(CSc2nc3ccccc3c(=O)n2C(C)CC)cs1 (stereo not given)	3	-5	-9
N#Cc1ccc(C(=O)N2CCOC(Cc3ccccc3)C2)c(F)c1 (stereo not given)	-6	28	nt

Continuation:
SMILES	hcGAS lum	NPYLR7 ag	mcGAS lum
O=C(Nc1ccccc1Br)c1ccc(OC(F)F)cc1	-1	1	-2
CCCCOc1cc2nc3c4ccccc4n(CCC(C)C)c3nc2cc1OCCCC	-6	3	nt
C#CCOCC(O)CN(CCOC)Cc1c(C)nn(-c2ccc(Cl)cc2)c1Oc1cccc(F)c1 (stereo not given)	-7	5	-6
Fc1ccc(C2CC(c3ccc4c(c3)OCO4)Nc3nnnn32)cc1 (stereo not given)	-8	6	nt
CCCCN(CC(=O)Nc1cc(-c2ccccc2)nn1-c1ccc(C)cc1)S(=O)(=O)c1cccc(C(F)(F)F)c1	-1	-3	0
Cc1ccc(NC(=O)c2csc(CSc3nnc(-c4ccco4)n3-c3ccc(Cl)cc3Cl)n2)cc1C	-2	21	-5
CCCC12CN(C(=O)/C=C/c3cn(S(=O)(=O)c4ccc(C)cc4)c4ccccc34)CC1C(=O)NC(=O)N2 (stereo not given)	0	-7	0
Cc1ccc(Nc2cc(C(=O)N3CCSCC3)nc3ccccc23)cc1F	-5	14	-4
Cc1ccc(C)c2c(C)c(C(=O)N3CCN(S(C)(=O)=O)CC3)oc12	-9	-7	-16
O=C(Nc1cccc(Cl)c1)N(CCN1CCOCC1)CC(=O)N1CCc2sccc2C1COc1ccc(F)cc1 (stereo not given)	-4	-2	-5

Brought forward from above: 2 compounds, followed by the next part.
SMILES	hcGAS lum	NPYLR7 ag	mcGAS lum
Cc1ccc(C)c2c(C)c(C(=O)N3CCN(S(C)(=O)=O)CC3)oc12	-9	-7	-16
O=C(Nc1cccc(Cl)c1)N(CCN1CCOCC1)CC(=O)N1CCc2sccc2C1COc1ccc(F)cc1 (stereo not given)	-4	-2	-5
Cn1cnc(-c2ccc(F)cc2)cc1=O	-6	-3	-7
CC(=O)OCCOCn1cnn2c(=O)c(Br)c(C)nc12	-1	6	-5
CN(C)CCO/N=C(/c1ccc(F)cc1)c1cccnc1	-5	-9	nt
COc1cc(N(C)Cc2nc(-c3ccccn3)no2)ncn1	-3	3	nt
Cc1ccnc(SCc2cc(=O)c(OC(=O)c3cccc(Cl)c3)co2)n1	-3	-12	-5
COC(=O)c1ccc(CN2C(=O)C(C)ON=C2c2cccc(Cl)c2)o1 (stereo not given)	-2	3	nt
COc1ccc(NC(=O)c2cccnc2C2=NC(C)(C(C)C)C(=O)N2)cc1 (stereo not given)	-6	-2	nt
Cc1noc(-c2ccnc(Oc3ccc(CN4CCCC4)cc3C)c2)n1	-7	-1	nt
O=C(Cc1ccc(Br)cc1)NCC(=O)Nc1ccccn1	-6	3	-16
COCCCN1CCC(CNC(=O)c2cc(C)nn2C)C1 (stereo not given)	-9	nt	-6
Cc1ccsc1CN(CCc1c[nH]c2ccccc12)Cc1nc(C(=O)NCCc2ccccn2)co1	-4	24	-4
COc1ccc(-n2nnc3c(N4CCN(C(=O)c5cccs5)CC4)ncnc32)cc1	-1	-7	-3
Cc1cc(Nc2ccc3c(n2)C(=O)N(CC(=O)NCCc2ccccn2)C3)n(C)n1	3	-8	0
COc1ccc2c(c1)C(CNc1cccc(C(=O)O)c1)=CC(C)(C)O2	-2	3	-6
Cc1cccnc1CN1CCN(Cc2ccc3nonc3c2)CC1	0	-3	nt
Cc1cc(C)n(CCC(=O)N(Cc2ccccc2C)CC2CCCO2)c(=O)n1 (stereo not given)	-2	5	nt
OC(Cc1ccccc1)CN(CCN1CCOCC1)Cc1ccsc1 (stereo not given)	-8	19	-4
CCOc1ccc(-n2nnnc2CN2CCN(C(=O)C(CC)c3ccccc3)CC2)cc1 (stereo not given)	-6	-3	-9
CCOC(=O)CCCN(CCOC)CC(=O)N(CCc1ccccc1)Cc1ccc(C)o1	1	1	0
CCCNC(=O)c1ccc(Cn2nc(C)c([N+](=O)[O-])c2C)cc1	8	0	nt
Cc1cccc(COC2CCCN(C(=O)c3ccc(C(F)(F)F)cc3)C2)c1 (stereo not given)	-1	-8	-4
CC(C)C(=O)N1CCC1(C)C(=O)Nc1ccc2cn[nH]c2c1 (stereo not given)	-12	4	-5
Cc1ccc(Nc2nc(Nc3ccc(F)cc3)nc3nccnc23)c(C)c1	-2	3	nt
O=C(Nc1ccc(F)c(Cl)c1)N1CCN(c2cc(-n3ccnc3)ncn2)CC1	0	-14	-6
Nc1ccc(-c2ccc(F)c(CO)c2)cn1	-5	-2	nt
COc1ccc(CCN(C)C2CCCN(C(=O)c3cc(CC(C)C)[nH]n3)C2)cc1OC (stereo not given)	-14	-3	nt
Cc1nn(-c2ccc(F)cc2)c2nc(Cc3ccccc3)nc(N3CCN(C(=O)Nc4ccc(Cl)cc4)CC3)c12	-5	-5	-9
N[C@@H]1c2ccccc2C2(CCN(C(=O)Cc3c[nH]c4ccccc34)CC2)[C@H]1O	-6	10	-13
CN(Cc1cccc2cnccc12)c1ccc(-c2nccn2C)nn1	2	-2	nt
Cc1ccc2oc(C(=O)NC3C(=O)Nc4cccc(C)c43)cc2c1 (stereo not given)	-2	0	nt

Looked up one by one from above:
SMILES	hcGAS lum	NPYLR7 ag	mcGAS lum
N[C@@H]1c2ccccc2C2(CCN(C(=O)Cc3c[nH]c4ccccc34)CC2)[C@H]1O	-6	10	-13
O=C(Nc1ccc(F)c(Cl)c1)N1CCN(c2cc(-n3ccnc3)ncn2)CC1	0	-14	-6
Cc1cccc(COC2CCCN(C(=O)c3ccc(C(F)(F)F)cc3)C2)c1 (stereo not given)	-1	-8	-4
Nc1ccc(-c2ccc(F)c(CO)c2)cn1	-5	-2	nt
COc1ccc(CCN(C)C2CCCN(C(=O)c3cc(CC(C)C)[nH]n3)C2)cc1OC (stereo not given)	-14	-3	nt

The listing continues.
SMILES	hcGAS lum	NPYLR7 ag	mcGAS lum
CCCn1ccnc1SCC(=O)Nc1ccc(N(C)C)cc1	-6	6	nt
CSCCCNC(=O)c1cc(N2CCOCC2)nc2ccccc12	-1	24	nt
Cc1cn(C)nc1C(=O)N=c1sc2ccccc2n1C	-7	1	-7
CCOCCSc1nnc(C)c2cnn(-c3ccccc3OC)c12	-5	-15	-13
O=C(c1ccc(-n2cnnn2)cc1)N1CCC2(CCCNC2)C1 (stereo not given)	-4	-1	nt
Cc1c(C(=S)Nc2ccccc2)cnn1-c1ccc([N+](=O)[O-])cc1	0	-2	nt
CCN(CC)CCCCCCCCOC(=O)c1cc(OC)c(OC)c(OC)c1	-1	5	-2
Cc1cccnc1NC(=O)CCn1nc(-c2cccs2)oc1=O	-12	-2	-9

Screening data: PubChem BioAssay, Fisher Drug Discovery Resource Center
